ABCG2 block = human ABCG2 inhibition, ABCB1 as counter-screen | Q9UNQ0 | IgMXP3 cells, JC-1 efflux, flow cytometry | inhibition, % at 6.6 µM | hit rate 0.1% among 190,000 | AID 1325;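 active = inhibition above 80%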;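 also: 0% = DMSO and 100% = nicardipine control wells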
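test system = two drug-resistant human cell lines, ABCG2 and ABCB1 | amount = 3 million cells/mL final, two lines in 1:1 ratio | reagent = JC-1 transporter substrate | doses = one concentration, 6.6 µM final | incubation = 10 min at 25 °C | signal = flow cytometric JC-1 green MFI at 530 nm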
Bcl-B Bim block = human Bim-Bcl-B interaction inhibition; Q9HD36; bead-based flow cytometry, Bim peptide-Bcl-B binding; inhibition, % at 10 µM; hit rate 0.073% among 190,000; AID 951;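 also: 0% = tracer peptide without compound and 100% = reference inhibitor peptide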
Target sequence (Q9HD36 whole entry, looked up): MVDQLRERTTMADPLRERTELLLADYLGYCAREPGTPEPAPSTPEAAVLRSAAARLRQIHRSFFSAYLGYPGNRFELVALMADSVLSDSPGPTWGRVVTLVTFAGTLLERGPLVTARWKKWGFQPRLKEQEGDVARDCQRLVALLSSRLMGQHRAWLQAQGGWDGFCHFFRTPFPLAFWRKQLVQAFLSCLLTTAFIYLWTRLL
RGS7-Gao reg = modulates binding of RGS7 to human Galphao. hit rate 0.35% among 220,000. Multiplexed bead flow cytometry; actives lie on both sides. binding response (% of control), % at 10 µM. AID 1439. P09471; in the data active = binding response below about 49% or above about 150%; inconclusive = no clear call, values can overlap the other calls; inactive = in between;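 also: fluorescent Galphao held in activated GDP-AlF4 state binding bead-coupled RGS7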
Bim-Bfl-1 = inhibitors of Bim-Bfl-1 interaction, human | inhibition, % at 10 µM | Bead-based flow cytometry, Bim-Bfl-1 binding inhibition | Q16548 | hit rate 0.12% among 190,000 | AID 1008;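 also: 0% = wells without compound plus tracer and 100% = blocker peptide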
ABCB1 block = blocks JC-1 efflux by human ABCB1 transporter. inhibition, % at 6.6 µM. hit rate 0.067% among 190,000. CCRF-Adr cells, flow cytometry; in the data active = inhibition above about 40%;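 also: 0% = vehicle and 100% = reference inhibitor; higher value means more JC-1 retained so stronger ABCB1 efflux block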
Bcl-W Bim block = disrupts Bim peptide binding to human Bcl-W. Q92843. bead-based flow cytometry. inhibition, % at 10 µM. hit rate 0.02% among 190,000. AID 952;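 also: 0% = bound tracer without compound and 100% = peptide blocker; higher means less fluorescent Bim peptide bound to Bcl-W beads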
Target sequence (Q92843 whole entry, looked up): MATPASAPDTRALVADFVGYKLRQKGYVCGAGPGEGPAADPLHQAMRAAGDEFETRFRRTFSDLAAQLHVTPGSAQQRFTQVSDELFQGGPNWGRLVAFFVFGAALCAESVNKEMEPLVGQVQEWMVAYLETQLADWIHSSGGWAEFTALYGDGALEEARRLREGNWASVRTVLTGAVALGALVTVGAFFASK
RGS4-Gao reg = human RGS4-Galphao interaction regulation; P09471; AID 1415; binding response (% of control), % at 10 µM; hit rate 0.33% among 220,000; Multiplexed bead flow cytometry, RGS4-Galphao binding; actives lie on both sides; in the data active = binding response below about 49% or above about 150%; inactive = in between;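 also: fluorescent Galphao activated with aluminum fluoride binding bead-coupled RGS4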
Bcl-2 Bim block = disrupts Bim peptide binding to human Bcl-2; hit rate 0.06% among 190,000; inhibition, % at 10 µM; P10415; Bead-based flow cytometry, Bim peptide-Bcl-2 binding; in the data active = inhibition above about 40%; inconclusive = no clear call, values can overlap the other calls;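 also: 0% = no compound wells with probe peptide and 100% = reference peptide inhibitor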
Target sequence (P10415 whole entry, looked up): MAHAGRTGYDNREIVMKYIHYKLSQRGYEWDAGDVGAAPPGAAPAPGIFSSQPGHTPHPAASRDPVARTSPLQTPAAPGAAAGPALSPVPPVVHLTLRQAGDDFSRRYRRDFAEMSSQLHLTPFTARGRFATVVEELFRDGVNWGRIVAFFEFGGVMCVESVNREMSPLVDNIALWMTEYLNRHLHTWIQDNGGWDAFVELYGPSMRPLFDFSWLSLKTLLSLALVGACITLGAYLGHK
Bim-Bcl-XL = disrupts Bim peptide binding to human Bcl-XL; bead flow cytometry, fluorescence; inhibition, % at 10 µM; hit rate 0.04% among 190,000; Q07817
Target sequence (Q07817 whole entry, looked up): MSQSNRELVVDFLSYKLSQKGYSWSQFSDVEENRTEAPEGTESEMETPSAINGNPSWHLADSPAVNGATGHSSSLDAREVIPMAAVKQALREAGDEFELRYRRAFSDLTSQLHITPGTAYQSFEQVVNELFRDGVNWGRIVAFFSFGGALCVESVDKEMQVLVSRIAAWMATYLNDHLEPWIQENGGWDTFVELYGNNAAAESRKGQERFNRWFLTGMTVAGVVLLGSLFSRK
RGS8-Gao reg = regulators of human RGS8-Galphao interaction. multiplexed bead flow cytometry, RGS8-Galphao binding; actives lie on both sides. response (percent of control binding), % at 10 µM. hit rate 0.34% among 220,000. AID 1423; in the data active = response below about 60% or above about 140%; inactive = in between;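 also: Galphao activated as the GDP aluminium fluoride complex binding bead-coupled RGS8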
Bim-Mcl-1 = inhibitors of Bim-Mcl-1 interaction, human; AID 1009; Bead-based flow cytometry, Bim peptide-Mcl-1 binding; inhibition, % at 10 µM; hit rate 0.1% among 190,000;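 also: 0% = no compound tracer wells and 100% = peptide blocker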
* = called active by the depositor; ? = inconclusive; / = not tested or not shown; [ ] = another dose, or the depositor's remark. Rule as the data show it, unless noted: active = inhibition above about 40%.

SMILES | ABCG2 block | Bcl-B Bim block | RGS7-Gao reg | Bim-Bfl-1 | ABCB1 block | Bcl-W Bim block | RGS4-Gao reg | Bcl-2 Bim block | Bim-Bcl-XL | RGS8-Gao reg | Bim-Mcl-1
Cc1ccc(N2C(=O)NC(=O)/C(=C\c3ccc(N4CCOCC4)cc3)C2=O)cc1 | 22 | 6 | 86 | 9 | 17 | 1 | 97 | 5 | -2 | 95 | -1
Cc1cccc(CN2CCN(CC(=O)N3CCC4(CC3)OCCO4)C2=O)c1 | 2 | -1 | 102 | -4 | 0.5 | -1 | 102 | -2 | -2 | 102 | -1
COc1ccc(NP(=O)(Oc2ccccc2OC)Oc2ccccc2OC)cc1 | 4 | -4 | 103 | -4 | -0.5 | -3 | 103 | -2 | -5 | 105 | -2
O=C1NC(=O)C2(Cc3ccccc3N3CCCC32)C(=O)N1 (stereo not drawn) | -6 | 0 | 100 | 0 | -0.6 | 0 | 101 | -1 | -2 | 95 | 0
OC1(c2cccnc2)CC2CCC(C1)N2Cc1nnnn1Cc1ccccc1 (stereo not drawn) | 0 | -3 | 97 | -4 | -0.1 | 7 | 100 | -2 | -3 | 100 | 2
CCCCC12CNCC(C)(CNC1)C2=O | -1 | -1 | 90 | -2 | 0.1 | -3 | 86 | -3 | -2 | 100 | -2
COP(=O)(OC)C(NC(=O)c1ccc(C)cc1)C(Cl)(Cl)Cl (stereo not drawn) | 1 | -4 | 89 | -4 | -0.2 | 1 | 91 | -2 | -1 | 94 | 0
O=c1[nH]c(=O)n(Cc2ccco2)c(O)c1C=NCCN1CCOCC1 | -1 | -6 | 97 | -13 | 0.3 | 0 | 95 | -4 | -1 | 99 | 0
CN(C)P1(N(C)C)=Nc2c(c(N)nn2C)C(c2ccccc2)=N1 | 2 | -1 | 102 | 1 | 0.5 | 0 | 101 | 0 | 0 | 100 | -2
CN(C)C(=O)Nc1cccc(OC(=O)N(C)C)c1 | 0 | -5 | 281*[activator] | -7 | 0.7 | 0 | 126 | -7 | 3 | 99 | 0
Cc1oc2ccc(OC(=O)N(C)C)cc2c1C(=O)OC(C)C | 9 | -14 | 102 | -29 | 0.4 | -7 | 101 | -5 | -6 | 104 | -5
O=C(C1CC(=O)N(c2ccc(F)c(Cl)c2)C1)N1CCC2(CC1)OCCO2 (stereo not drawn) | 5 | 0 | 92 | -4 | 0.2 | 0 | 95 | -3 | 0 | 97 | 0
Cc1ccccc1C1=NCC(=S)Nc2ccc(Cl)cc21 | 0 | -29 | 95 | -21 | 0.2 | -21 | 90 | -24 | -23 | 94 | -24
Cc1cccc2c1=NC(=O)/C(=C/c1c(O)[nH]c(=O)[nH]c1=O)C=2 | -5 | -9 | 93 | -15 | -0.9 | -2 | 102 | -5 | -7 | 98 | -3
COc1ccc(-c2nc3ccccc3c(=O)o2)cc1 | 2 | -2 | 102 | -4 | 0.1 | -3 | 98 | -1 | -1 | 104 | 0
CN(C)C(=O)Oc1cccc(NC(=O)N2CCOCC2)c1 | -8 | -6 | 104 | -2 | 1.6 | -4 | 104 | 0 | -7 | 105 | -4
O=C(O)[C@H]1C[C@@H]1[C@H](NP(=O)(c1ccccc1)c1ccccc1)c1ccccc1 | 17 | 8 | 109 | 9 | 3.2 | 7 | 113 | 0 | 7 | 124 | 4
CCC(=NCC1CCCO1)c1c(O)n(Cc2ccccc2)c(=O)[nH]c1=O (stereo not drawn) | 38 | -5 | 99 | -19 | 3.0 | 0 | 103 | -8 | -4 | 102 | -2
CCC(C)NS(=O)(=O)c1ccc(OCC(=O)N2CCN(CC)CC2)cc1 (stereo not drawn) | 2 | -5 | 100 | 0 | 0.5 | -4 | 101 | 2 | -3 | 104 | -3
CSc1ccc(CN2CCN(C(=O)COc3cccc(C)c3)CC2)cc1 | 6 | -6 | ? | -9 | 1.2 | -5 | 98 | -4 | -3 | 100 | -1
Nc1ccc(Cl)cc1C(=O)c1ccccc1Cl | 0 | -2 | 100 | 1 | / | 2 | 100 | 0 | -1 | 98 | -1
O=C1NC(=O)C2(Cc3c(nc4ccccn4c3=O)N3CCCCCC32)C(=O)N1Cc1ccccc1 (stereo not drawn) | 1 | 59* | 99 | -1 | 4.7 | 0 | 104 | 4 | -4 | 102 | 2
O[C@H]1C2CCC1C(N1CCCCC1)CC2 (stereo partly drawn) | 0 | -2 | 97 | -8 | 0.0 | 1 | 100 | -4 | -1 | 102 | 0
Cc1cc(C)n2nc(SC(C)C(=O)N3CCC4(CC3)OCCO4)nc2n1 (stereo not drawn) | 3 | -2 | 99 | 0 | 0.7 | -2 | 100 | -3 | -1 | 102 | -1
C[C@@H]1O[C@@H](O[C@H]2C[C@@H](O)[C@]3(CO)[C@H]4[C@H](O)C[C@]5(C)[C@@H](C6COC(=O)C6)CC[C@]5(O)[C@@H]4CC[C@]3(O)C2)[C@H](O)[C@H](O)[C@H]1O (stereo partly drawn) | -3 | 1 | 99 | 2 | -0.9 | 1 | 102 | 2 | -1 | 86 | 0
CCc1ccc(CNCCc2ccc(F)cc2)cc1 | 1 | 0 | 102 | 0 | 0.6 | 0 | 101 | -5 | 0 | 101 | -2
CC(=O)N1CCN(c2ccc(N=Cc3c(O)n(-c4ccc(Cl)cc4)c(=O)[nH]c3=O)cc2)CC1 | 0 | 3 | 85 | -5 | 0.2 | 0 | 78 | -2 | 0 | 83 | -1
Cc1cc(C(=O)CS(=O)(=O)c2ccc(F)cc2)cc(C)c1OC(=O)N(C)C | -1 | 0 | 99 | 0 | -0.2 | -1 | 101 | -3 | 0 | 100 | -2
CC(NCc1ccccc1C(F)(F)F)C(O)c1ccccc1 (stereo not drawn) | 1 | 0 | 95 | -5 | 0.6 | 0 | 100 | -2 | 0 | 104 | 1
Cc1cc(C)nc(NC2=NCCS2)n1 | 5 | -2 | 99 | -4 | 0.8 | -3 | 101 | -3 | -4 | 100 | -2

The last 2 records of the section before lead into the next.
SMILES | ABCG2 block | Bcl-B Bim block | RGS7-Gao reg | Bim-Bfl-1 | ABCB1 block | Bcl-W Bim block | RGS4-Gao reg | Bcl-2 Bim block | Bim-Bcl-XL | RGS8-Gao reg | Bim-Mcl-1
CC(NCc1ccccc1C(F)(F)F)C(O)c1ccccc1 (stereo not drawn) | 1 | 0 | 95 | -5 | 0.6 | 0 | 100 | -2 | 0 | 104 | 1
Cc1cc(C)nc(NC2=NCCS2)n1 | 5 | -2 | 99 | -4 | 0.8 | -3 | 101 | -3 | -4 | 100 | -2
COc1cccc(C(=O)C2CCCN(Cc3ccc4nonc4c3)C2)c1 (stereo not drawn) | 5 | 0 | 100 | -1 | 2.2 | 0 | 101 | -3 | -2 | 102 | 0
COc1cc(-n2c(=S)[nH]c3ccc(C)cc3c2=O)c(Cl)cc1Cl | -3 | 0 | 101 | -1 | -0.9 | -2 | 103 | -1 | -3 | 103 | 0
CCC1CCCCN1P(=O)(c1ccc(C)o1)C(C)(C)C (stereo not drawn) | 15 | -1 | 99 | 5 | 0.2 | -4 | 99 | -2 | -9 | 99 | -8
CCOC(=O)C1(c2ccccc2)CCN(CC(=O)Nc2ccc(C)cc2)CC1 | 5 | 1 | ? | -6 | 0.8 | 0 | 96 | -3 | -2 | 98 | 0
NC(=O)c1ccc(N=Nc2c(O)[nH]c(=O)[nH]c2=O)cc1 | 11 | -8 | 103 | -1 | -0.1 | -8 | 102 | -1 | -11 | 109 | -7
CN(C)CCCN=Cc1c(O)n(CCc2ccc(F)cc2)c(=O)[nH]c1=O | 6 | -7 | 100 | -15 | -1.5 | 2 | 98 | -6 | -6 | 100 | -2
COc1ccccc1CN1CCN(Cc2ccc(Cl)cc2)CC1 | -1 | 0 | 106 | 1 | -0.2 | -6 | 109 | -1 | -10 | 126 | -19
COC(=O)COc1cc(C)cc2oc(=O)c3c(c12)CCCC3 | 86* | -2 | 97 | -16 | 1.3 | 1 | 102 | -3 | -5 | 101 | 0
Cc1ccc(-c2nc3ccccc3c(=O)n2-c2ccncc2)cc1 | 2 | -9 | 102 | -11 | -0.5 | -7 | 99 | -8 | -7 | 105 | -4
CCOC(=O)c1ccc(N=Cc2c(O)n(-c3ccc(OC)cc3)c(=S)[nH]c2=O)cc1 | 0 | -7 | 101 | -3 | 0.4 | -1 | 100 | 0 | -1 | 103 | -2
NCCc1c[nH]c2ccccc12 | 0 | -2 | 103 | -1 | 0.2 | -3 | 103 | -1 | -5 | 106 | -1
CSc1nc(N2CCN(C)CC2)c2ccccc2n1 | 21 | -2 | 103 | -5 | 2.1 | 0 | 101 | -2 | -2 | 104 | 0
O=C1NC(=O)C2(Cc3ccccc3N3CCCC32)C(=O)N1c1cccc(Cl)c1 (stereo not drawn) | 11 | -8 | 100 | -19 | 0.6 | -1 | 103 | -7 | -6 | 101 | -3
O=C1NC(=O)C(CCc2ccncc2)(CCc2ccccn2)C(=O)N1c1ccc(Br)cc1 (stereo not drawn) | 0 | -2 | 100 | -7 | -2.1 | 2 | 100 | -2 | 0 | 100 | -1
Cc1cccc(C(O)(C(=O)NNC(=O)CN2CCN(C)CC2)c2cccc(C)c2)c1 | 29 | -9 | 104 | -6 | 0.3 | -3 | 102 | -7 | -9 | 101 | -7
CCOc1ccc(-n2c(-c3cccs3)nc3ccccc3c2=O)cc1 | 3 | -4 | 103 | -4 | 0.8 | -7 | 99 | -4 | -2 | 101 | -7
O=C(Cc1ccccc1)N1CCN(Cc2ccccn2)CC1 | 1 | -5 | 105 | -8 | 0.3 | -4 | 98 | -8 | -8 | 100 | -2
Cc1ccccc1-n1c(-c2ccc([N+](=O)[O-])cc2)nc2ccccc2c1=O | 9 | -7 | 101 | -10 | 1.3 | -4 | 101 | -5 | -6 | 102 | -4
CSc1ccc(CN2CCN(Cc3ccccc3Cl)CC2)cc1 | 5 | -3 | 108 | -3 | 1.6 | -1 | 102 | -2 | -1 | 102 | 0
CCN(CC)CCCOC(=O)C(OC(C)C)(c1ccccc1)c1ccccc1 | 1 | 3 | 103 | 5 | 0.9 | -1 | 99 | -9 | -2 | 94 | 0
COC(=O)C(O)(c1cn(C)c2ccccc12)C(F)(F)F (stereo not drawn) | 10 | -15 | 100 | -24 | 0.7 | -10 | 97 | -18 | -18 | 102 | -13
CCOc1ccc(N2C(=O)NC(=O)/C(=C\c3cc(OC)c(OC)cc3[N+](=O)[O-])C2=O)cc1 | -4 | -10 | 100 | -10 | -0.8 | 0 | 100 | -5 | -8 | 100 | -1
CC1(C)C(C(=O)NN2C(=O)c3ccccc3C2=O)C1(C)C | 0 | 0 | 100 | -3 | 0.1 | -1 | 100 | 0 | 0 | 101 | 1
CN1CCN(c2cccc3c2C(=O)c2ccccc2C3=O)CC1 | 16 | 2 | 100 | -5 | 1.4 | 0 | 99 | -2 | 0 | 106 | -6
Cc1nc2cc(-c3cccc(F)c3)nn2c(C)c1CCC(=O)N1CCC2(CC1)OCCO2 | 29 | -6 | 110 | -18 | 1.6 | -1 | 110 | -12 | -2 | 107 | -3

Molecules listed so far that contain a CF3 group, in the order listed:
SMILES | ABCG2 block | Bcl-B Bim block | RGS7-Gao reg | Bim-Bfl-1 | ABCB1 block | Bcl-W Bim block | RGS4-Gao reg | Bcl-2 Bim block | Bim-Bcl-XL | RGS8-Gao reg | Bim-Mcl-1
CC(NCc1ccccc1C(F)(F)F)C(O)c1ccccc1 (stereo not drawn) | 1 | 0 | 95 | -5 | 0.6 | 0 | 100 | -2 | 0 | 104 | 1
COC(=O)C(O)(c1cn(C)c2ccccc12)C(F)(F)F (stereo not drawn) | 10 | -15 | 100 | -24 | 0.7 | -10 | 97 | -18 | -18 | 102 | -13

Screening data (PubChem BioAssay)

This is a subset, so the mix of outcomes need not match the whole.
